Screening data as filed in PubChem BioAssay.
PI4K2A block = PI4K2A (human) kinase inhibition | activity change, negative = inhibition, % at 76.9 µM | purified PI4K2A, ADP-Glo luminescence, 1 h; hits give low values | Q9BTU6 | actives 0.13% (n = 420,000); in the data active = activity change below about -50%; inconclusive = mostly about -30% to -49%;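 also: -100% = wells without enzyme as full effect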
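Compounds are screened against recombinant PI4K2A using PI as substrate and ATP, the latter dispensed at 300 microM. Reactions run one hour at ambient temperature before ADP-Glo detection; full inhibition defined by wells lacking enzyme.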
PGK inhibitor = T. brucei PGK inhibition; P07378; PGK/GAPDH coupled, Kinase-Glo luminescence, 60 min; Potency, µM (series often up to 57.5 µM), for the others: at the top dose activity change, negative = inhibition, most hits filed as inhibitors; actives 0.043% (n = 380,000); AID 602233; also: potency is read from the fitted curve at half-maximal effect; % is scaled to controls: 0 for no effect and ±100 for the full control effect; nearly all actives have a fitted effect of over 60% in size
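Recombinant glycosomal PGK reaction used 1,3-bisphosphoglycerate generated in-well by GAPDH (100nM final) in 100mM TEA pH 7.6, 5mM MgCl2, 0.01% Tween-20. After 60 minutes at room temperature, ATP was read by Kinase-Glo Plus luminescence end-point.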
IDH1 R132H inh = human IDH1 R132H inhibition; actives 0.093% (n = 390,000); Potency, µM (series often up to 76.6 µM), without a hit: at the highest dose activity change, negative = inhibition, hits mostly inhibitors; AID 602179; IDH1-R132H enzyme, NADPH consumption, diaphorase/resazurin fluorescence; also: potency is read from the fitted curve at half-maximal effect; % is scaled to controls: 0 for no effect and ±100 for the full control effect; nearly all actives have a fitted effect of over 65% in size
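IDH1-R132H (0.5 ug/mL) preincubated 30 min with compound, then NADPH (0.016 mM) and alpha-KG (2 mM) added; 80 min at RT, pH 7.5. Remaining NADPH coupled via diaphorase/resazurin to fluorescence (540/590 nm); concentration-response curves normalized to no-enzyme control.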
HP1b binding inh = HP1-beta chromodomain-methylated histone interaction inhibition; P83916; AlphaScreen HP1-beta / biotin-H3K9me3 peptide binding; Potency, µM (doses to about 114 µM), without a hit: at the highest dose activity change, negative = inhibition, most hits filed as inhibitors; actives 0.56% (n = 390,000); also: potency is read from the fitted curve at half-maximal effect; nearly all actives have a fitted effect of over 70% in size; inactives centre near 23
Target sequence (P83916 whole entry, looked up): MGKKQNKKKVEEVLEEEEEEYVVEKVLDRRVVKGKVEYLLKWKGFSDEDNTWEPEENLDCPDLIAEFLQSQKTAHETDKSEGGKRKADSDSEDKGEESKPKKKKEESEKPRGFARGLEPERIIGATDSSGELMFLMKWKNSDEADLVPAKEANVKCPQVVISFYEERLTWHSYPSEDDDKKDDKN
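Compound inhibition of the preformed complex between 50 nM HP1-beta and 50 nM biotinylated H3K9me3 peptide was read by AlphaScreen. Buffer was PBS pH 7.4 with 0.01% Tween-20. Incubations ran 30 min at room temperature, with 10 ug/mL donor/acceptor beads.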
GLS inhibitor = blocks human kidney-isoform glutaminase activity. O94925. GLS enzymatic activity, qHTS titration. Potency, µM (series often up to 45.5 µM), inactives show at the top dose activity change, negative = inhibition, hits mostly inhibitors. actives 0.21% (n = 410,000). AID 624170; also: potency is read from the fitted curve at half-maximal effect; % is scaled to controls: 0 for no effect and ±100 for the full control effect
Target sequence (O94925 whole entry, looked up, canonical isoform): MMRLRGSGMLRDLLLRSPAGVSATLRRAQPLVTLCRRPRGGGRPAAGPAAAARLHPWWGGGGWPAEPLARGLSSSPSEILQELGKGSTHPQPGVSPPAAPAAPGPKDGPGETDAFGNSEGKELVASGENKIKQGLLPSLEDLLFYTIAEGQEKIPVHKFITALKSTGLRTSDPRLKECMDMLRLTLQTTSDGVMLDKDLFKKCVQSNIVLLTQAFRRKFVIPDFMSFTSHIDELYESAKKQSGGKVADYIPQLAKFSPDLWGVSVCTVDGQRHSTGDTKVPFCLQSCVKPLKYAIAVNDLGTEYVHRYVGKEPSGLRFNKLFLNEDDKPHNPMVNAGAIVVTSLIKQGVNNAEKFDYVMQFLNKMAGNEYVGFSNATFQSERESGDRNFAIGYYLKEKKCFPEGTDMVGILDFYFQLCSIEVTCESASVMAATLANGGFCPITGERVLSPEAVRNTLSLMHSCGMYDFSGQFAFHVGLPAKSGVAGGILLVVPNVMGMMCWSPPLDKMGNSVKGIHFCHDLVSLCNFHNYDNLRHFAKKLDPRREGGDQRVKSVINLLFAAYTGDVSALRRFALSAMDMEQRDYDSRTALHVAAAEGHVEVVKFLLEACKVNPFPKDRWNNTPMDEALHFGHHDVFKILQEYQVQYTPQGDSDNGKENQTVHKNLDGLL
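Enzyme dispensed in phosphate buffer (45 mM, pH 8.2, 0.02% Tween-20), compounds pinned in, then 1 mM L-glutamine solution and the glutamate oxidase–HRP–Amplex Red mix added; fluorescence read immediately and again after 30 min at room temperature.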
TrxR1 substrate = substrates of rat thioredoxin reductase 1; O89049; purified TrxR1 substrate turnover, NADPH consumption readout; Potency, µM (titrated, usually from 114 µM), for inactives: top-dose activity change, negative = substrate turnover; actives 0.01% (n = 390,000); AID 588456; also: potency is read from the fitted curve at half-maximal effect; % is scaled to controls: 0 for no effect and ±100 for the full control effect; nearly all actives have a fitted effect of over 50% in size
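Rat TrxR1, dispensed at 90 nM, was prereduced with 400 uM NADPH (final) for 5 min at ~22 deg C, then incubated with compound 15 min before 400 uM selenite. A first-read NADPH fluorescence drop versus no-compound background flagged substrates.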
USP1 inh = blocks the human USP1/UAF1 deubiquitinase complex; O94782; recombinant USP1/UAF1, Ub-Rhodamine cleavage fluorescence; Potency, µM (top dose mostly 57.1 µM), for inactives: at the highest dose activity change, negative = inhibition, usual class: inhibitors; actives 0.23% (n = 390,000); also: potency is read from the fitted curve at half-maximal effect; % is scaled to controls: 0 for no effect and ±100 for the full control effect; nearly all actives have a fitted effect of over 60% in size; inactives centre near -12
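Step one: compound is pinned into 1nM USP1/UAF1 in HEPES pH 7.8 buffer with TCEP. Step two: 15 min room-temperature incubation. Step three: Ub-Rho (150nM final) starts cleavage, tracked by fluorescence over six one-minute reads.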
Pin1 inh = blocks the human prolyl isomerase Pin1; Q13526; Pin1 FP peptide displacement, HiFluor488, 10 min; Potency, µM (top dose mostly 115 µM), without a hit: at the top dose activity, negative = inhibition, hits mostly inhibitors; actives 0.009% (n = 390,000); AID 504891; active = well fitted inhibition curve with a large enough effect in the polarisation, with a control signal flat, not every such curve was filed as active; inconclusive = small, poorly fitted or top-dose-only effect, or effect the other way, or a change in a side signal; inactive = no such curve, though single readings can be large or run the other way; the % refers to the polarisation; also: potency is read from the fitted curve at half-maximal effect; % is scaled to controls: 0 for no effect and ±100 for the full control effect
Target sequence (Q13526 whole entry, looked up): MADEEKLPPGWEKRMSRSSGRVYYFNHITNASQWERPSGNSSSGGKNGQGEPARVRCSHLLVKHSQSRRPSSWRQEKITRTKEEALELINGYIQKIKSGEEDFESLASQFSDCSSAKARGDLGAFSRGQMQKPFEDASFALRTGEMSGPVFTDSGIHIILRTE
TrxR1 inh = inhibitors of rat thioredoxin reductase 1; AID 588453; recombinant rTrxR1, NADPH fluorescence consumption, selenite substrate; Potency, µM (highest dose often 114 µM), for the others: at the top dose activity change, negative = inhibition, usual class: inhibitors; actives 1% (n = 390,000); O89049; also: potency is read from the fitted curve at half-maximal effect; % is scaled to controls: 0 for no effect and ±100 for the full control effect; nearly all actives have a fitted effect of over 65% in size
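Rat TrxR1 (90 nM in the dispensed reagent) was pre-reduced with 400 uM NADPH for 5 min at room temperature, then incubated with compound for 15 min. After 400 uM selenite was added, NADPH fluorescence (Ex 340/Em 450 nm) was followed for 8 min.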
* = called active by the depositor; i = inactive; u = inconclusive; x = not tested or not shown; & = joins results of further samples; [ ] = another dose, or the depositor's remark. Unless noted, calls follow the shape of the dose curve; as a rule, active = well fitted curve in the direction sought with a large enough effect; inconclusive = small, poorly fitted or top-dose-only effect, or another doubt; inactive = no such curve, though single readings can be large; an effect the other way counts as inactive or inconclusive. Only part of the results is shown (hit frequency here may not be typical).

SMILES | PI4K2A block | PGK inhibitor | IDH1 R132H inh | HP1b binding inh | GLS inhibitor | TrxR1 substrate | USP1 inh | Pin1 inh | TrxR1 inh
COc1cccc(CN2CCN(C(=O)c3cc(-c4ccccn4)nc4ccc(Cl)cc34)CC2)c1 | 1 | -3% | -3% | 17% | -1% | 4%[57.1 µM] | -10% | -3% | -21%
O=C(Nc1ccc(Oc2ccccc2)cc1)C1CCN(c2ncccn2)CC1 | 5 | 4% | 0% | 19% | 3% | 11% | -13% | -4% | 21%
Nc1ccccc1SCC(=O)Nc1ccc(N2CCOCC2)cc1 | 3 | 1% | 2% | 27% | 49%[activator] | 7% | -15% | -2% | 15%
Oc1c(I)cc(I)c2cccnc12 | -11&-1 | -8% | 5% | -20% | 6%&-9% | 12% | -34% | -4% | -21%
COc1ccc(C(=O)OCC(=O)Nc2nnc(-c3ccccc3)o2)cc1 | -2 | 7% | -2% | 46%[activator] | -5% | 0% | -10% | 5% | 4%
CC(=O)N1CCc2cc(S(=O)(=O)NC(Cc3ccccc3)C(=O)NCc3ccccc3Cl)ccc21 (stereo unspecified) | 4 | -1% | 4% | 57%[activator] | -7% | 4% | -19% | 17% | 24%
COCCCNC(=S)N1CCN(S(=O)(=O)c2ccc(OC)cc2)CC1 | -8 | -9% | 9% | u | -8% | 20%[57.1 µM] | -16% | 14% | 33%[57.1 µM]
O=C(COc1cccc2ccccc12)N1CCN(c2ccccn2)CC1 | 1 | x | 4% | 11% | 0% | 11% | -6% | u | -3%
O=C(CN1CCN(S(=O)(=O)c2ccc(Cl)cc2)CC1)Nc1ccc2c(c1)OCCO2 | -1 | 1% | 3% | 8% | -9% | 6%[57.1 µM] | -21% | 44%[activator] | -5%[57.1 µM]
COc1ccc(CCn2nnnc2C(C(C)C)N2CCN(c3ncccn3)CC2)cc1OC (stereo unspecified) | -3 | 0% | 7% | 66%[activator] | -22% | 2% | -17% | 5% | 18%[57.1 µM]
COc1cc(CNC(=O)c2cnc3c(-c4cccc(C)c4)c(C)nn3c2C)cc(OC)c1OC | 2 | -5% | -1% | -19% | -8% | -1%[57.1 µM] | -9% | 20% | 7%[57.1 µM]
Cc1cc(C)c2c(N)c3ccccc3nc2n1 | 3 | -13% | 9% | 32% | -8% | 371%[activator] | -23% | 9% | 67%[activator]
CCC1(c2ccc(OC)cc2)NC(=O)N(CC(=O)NC2CCCCC2C)C1=O (stereo unspecified) | 5 | -9% | 3% | 35% | -14% | 0% | -14% | -1% | 15%
CCCCn1c(N)c(N(C)C(=O)C2CC(=O)N(Cc3ccco3)C2)c(=O)[nH]c1=O (stereo unspecified) | 1 | -3% | 3% | 16% | 2% | -10%[57.1 µM] | -27% | 2% | 5%[57.1 µM]
CNc1nc(-c2c[nH]c3ccccc23)cs1 | -24 | -4% | -3% | u | -1% | 10%[57.1 µM] | -15% | 14% | 18%[57.1 µM]

Brought forward from above: 3 entries, followed by the next part.
SMILES | PI4K2A block | PGK inhibitor | IDH1 R132H inh | HP1b binding inh | GLS inhibitor | TrxR1 substrate | USP1 inh | Pin1 inh | TrxR1 inh
CCC1(c2ccc(OC)cc2)NC(=O)N(CC(=O)NC2CCCCC2C)C1=O (stereo unspecified) | 5 | -9% | 3% | 35% | -14% | 0% | -14% | -1% | 15%
CCCCn1c(N)c(N(C)C(=O)C2CC(=O)N(Cc3ccco3)C2)c(=O)[nH]c1=O (stereo unspecified) | 1 | -3% | 3% | 16% | 2% | -10%[57.1 µM] | -27% | 2% | 5%[57.1 µM]
CNc1nc(-c2c[nH]c3ccccc23)cs1 | -24 | -4% | -3% | u | -1% | 10%[57.1 µM] | -15% | 14% | 18%[57.1 µM]
CCOC(=O)N1CCC(NC(=O)C2CCCN2C(=O)OCc2ccccc2)CC1 (stereo unspecified) | 6 | -9% | 4% | 13% | 2% | 7%[57.1 µM] | 0% | -5% | 19%[57.1 µM]
COc1ccc(NC(=O)c2ccco2)cc1NC(=O)c1ccccc1F | -1 | -5% | -3% | 96%[activator] | 3% | 3%[57.1 µM] | 3% | 5% | -4%[57.1 µM]
CC(C)(C)c1ccc(C(=O)C2CC2)cc1 | 1 | -3% | -4% | x | 1% | x | -20% | x | x
COc1ccc(CCn2c(=O)c3cccnc3n(CC(=O)Nc3cccc(C)c3)c2=O)cc1OC | -2 | i | 0% | 20% | -8% | 18% | -18% | 3% | 8%
Cc1cc(-c2ccccc2)nc(N/N=C/c2ccc(O)cc2)n1 | -1 | 0% | -5% | 13% | 12% | -8%[57.1 µM] | -14% | 2% | -11%[57.1 µM]
NC(=O)Cn1c(=O)n(CCCCCC(=O)NCc2ccccc2)c(=O)c2sccc21 | 5 | x | x | 41%[activator] | -8% | -6% | -8% | -2% | -15%
CCN(CC(=O)Nc1ccc2c(c1)OCCO2)CC(=O)Nc1cc(C)on1 | -6 | 0% | 10% | 40% | -3% | -6%[57.1 µM] | -17% | 7% | 8%[57.1 µM]
COc1ccccc1Nc1cc(C(=O)NCCCN(C)C2CCCCC2)c2ccccc2n1 | 0 | 5% | 5% | 21% | 2% | -13% | -27% | 8% | u
COc1cc(OC)cc(C(=O)N2CCC(N3CCCCCC3)CC2)c1 | 7 | -9% | 6% | -36% | 2% | 1% | -8% | 6% | 4%
Cc1ccc(Cl)cc1Nc1nn2c(=O)c3ccc(C(=O)NCc4ccc(F)cc4)cc3nc2s1 | -2 | i | 1% | 14% | 0% | -2% | -20% | 4% | -1%
COc1ccc(C)cc1Nc1nnc(C)c(=O)[nH]1 | -2 | -7% | 0% | 25% | 8% | -4% | -21% | -13% | -4%
O=c1cc(CO)oc(CN2CCN(c3ccccc3F)CC2)c1O | 4 | -8% | 10% | 20% | 22% | -8%[57.1 µM] | -6% | 6% | -15%[57.1 µM]
O=C(Cc1ccccc1)NC(NNc1ccccc1)(C(F)(F)F)C(F)(F)F | 1 | 4% | 0% | u | 6% | -6% | -11% | -6% | 0%
O=C(CCCCn1c(=O)c2ccccc2n(Cc2ccccc2Cl)c1=O)NCCc1ccccc1 | 4 | i | 14% | 60%[activator] | -5% | 6% | -27% | -3% | 17%
CCOc1ncccc1C(=O)Nc1cc(S(=O)(=O)N2CCOCC2)ccc1OCC(F)(F)F | -5 | -1% | 6% | -3%[57 µM] | 1% | 20%[57.1 µM] | -15% | 1% | 35%[57.1 µM]
O=C(NCC1CCCO1)C12CN(Cc3ccccc3)CC1C(c1cccc([N+](=O)[O-])c1)=NO2 (stereo unspecified) | -3 | -5% | -4% | 18% | 2% | 5%[57.1 µM] | -20% | -3% | 2%[57.1 µM]
O=[N+]([O-])c1cccc(C2NCC(c3ccccc3Cl)c3c2[nH]c2ccccc32)c1 (stereo unspecified) | -3 | -2% | -4% | u | 6% | -6% | -26% | 0% | 10%[57.1 µM]
COc1cc(C(=O)NCc2nc(-c3ccc(Cl)cc3)no2)cc(OC)c1OC | 1 | 4% | -12% | 23% | -10% | -4% | -4% | 14% | 9%
CCOc1ccc(C2=C(C=Nc3c(C)n(C)n(-c4ccccc4)c3=O)C(c3ccc(F)cc3)c3ccccc3O2)cc1 (stereo unspecified) | -1 | -7% | 7% | -7% | -1% | -14% | -5% | -4% | 11%[57.1 µM]
CCC(C)n1cnc2c(c1=O)c1nc3ccccc3nc1n2Cc1ccccc1OC (stereo unspecified) | -1 | -9% | -6% | 29% | -8% | -8% | -17% | -16% | -1%
CCOC(=O)c1cnc2c(-c3ccccc3)cnn2c1C | 21 | -2% | 1% | 204%[activator] | -4% | 4% | -29% | -4% | 38%[activator]
COc1ccc(NC(=O)c2cc3c(Cl)nc4ccccc4c3s2)c(OC)c1 | -3 | i | -2% | 7% | 3% | 0% | 1% | 0% | 2%
O=c1c([N+](=O)[O-])c(N2CCOCC2)c2ccccc2n1Cc1ccccc1 | -12 | -6% | -1% | -27% | -7% | -9% | -1% | 1% | 2%[57.1 µM]
COCC1CCCCN1C(=O)c1cc(COc2ccc(C)c(C)c2)on1 (stereo unspecified) | 7 | i | 2% | x | -11% | x | -18% | x | x
COc1cc(/C(C)=N\NC(N)=S)cc(OC)c1OC | 5 | -4% | -2% | 14% | 17% | -5% | -1% | 0% | -9%
Cc1ccc(C(=O)N2CCCCC2)cc1S(=O)(=O)N1CCCC1 | -4 | -7% | 0% | 22% | 1% | 8% | -23% | -8% | 26%
Cc1ccc(CNC(=O)C2CCCN2C(=O)NCc2ccccc2)cc1 (stereo unspecified) | -5 | -4% | -3% | 58%[activator] | 3% | 6% | -19% | 12% | 12%
O=C(Nc1ccccc1C(=O)NCCCn1ccnc1)c1ccccc1 | 3 | -8% | 1% | 44%[activator] | 0% | 0%[57.1 µM] | 0% | -1% | -3%[57.1 µM]
CCCOC(=O)c1c(NC(=O)C2c3ccccc3Oc3ccccc32)sc2c1CCCC2 | 5 | i | 0% | -13% | -7% | u | -14% | -8% | u
O=C(Nc1ccc(Br)cn1)c1cccc2c1-c1ccccc1C2=O | -8 | i | 10% | 47%[activator] | -5% | -14% | -22% | 11% | -22%
